Screening data as filed in PubChem BioAssay.
NOD2-RIPK2 inh = blocks binding of human NOD2 to RIPK2. inhibition, % at 4.98 µM. CHO BLA complementation NOD2-RIPK2, CCF4 ratio. 360,000 tested, 0.38% active. O43353; in the data active = inhibition above about 21%;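 also: 0% = vehicle only and 100% = reference blocker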
Target sequence (O43353 whole entry, looked up): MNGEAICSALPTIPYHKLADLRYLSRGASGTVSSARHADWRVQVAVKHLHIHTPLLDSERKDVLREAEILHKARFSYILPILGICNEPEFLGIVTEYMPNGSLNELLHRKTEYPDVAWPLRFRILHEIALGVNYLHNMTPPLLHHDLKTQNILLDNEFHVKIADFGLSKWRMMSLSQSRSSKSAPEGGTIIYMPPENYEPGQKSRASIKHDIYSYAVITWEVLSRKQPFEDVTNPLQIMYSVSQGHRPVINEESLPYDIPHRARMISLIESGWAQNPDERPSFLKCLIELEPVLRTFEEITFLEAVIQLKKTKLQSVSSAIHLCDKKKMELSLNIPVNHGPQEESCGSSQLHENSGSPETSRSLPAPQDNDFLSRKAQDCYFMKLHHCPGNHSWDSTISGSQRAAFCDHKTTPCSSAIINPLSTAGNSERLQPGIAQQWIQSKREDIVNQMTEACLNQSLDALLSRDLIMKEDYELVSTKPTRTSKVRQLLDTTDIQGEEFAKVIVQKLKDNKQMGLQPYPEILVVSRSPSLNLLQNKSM
Exocytosis inh = blocks lytic granule exocytosis; inhibition, % at 10 µM; TALL-104 LAMP-1 surface exposure, flow cytometry; cells stimulated with thapsigargin and PMA; 360,000 tested, 0.66% active;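 active = inhibition above about 55%, limit read from the data; inconclusive = no clear call, values can overlap the other calls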
Glyco luc inh = blocks N-linked glycosylation in D54 reporter cells; D54 ERlucT glycosylation luciferase reporter, 24 h; percent of 100 nM tunicamycin response; reporter increase, % at 12.5 µM; 360,000 tested, 0.23% active;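 active = mean luciferase reporter signal, scaled so untreated is 0 and the glycosylation-blocking control 100, at or above a set limit in every replicate; inconclusive = mean reaches the limit but not every replicate does; inactive = mean below the limit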;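 also: luciferase carries N-glycosylation sites so blocking glycosylation raises the light; 0% = median of neutral control wells and 100% = median of 100 nM tunicamycin wells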
TLR9-MyD88 inh = blocks human TLR9 binding to MyD88. 340,000 tested, 0.21% active. CHO BLA complementation TLR9-MyD88, CCF4 FRET ratio. inhibition, % at 4.98 µM. Q9NR96+Q99836;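 active = inhibition above the mean over all tested compounds plus 3 SD, cut at about 21% in these data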;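 also: 0% = DMSO only wells and 100% = clavulanate BLA inhibitor control wells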
Vif imaging = blocks HIV Vif function; 340,000 tested, 0.35% active; HEK293T cells, Vif self-association by quenched fluorescence, imaging, 24 h; AID 602346; inhibition, % at 7.49 µM; in the data active = inhibition above about 50%, passing the limit was not always enough; inconclusive = no clear call, values can overlap the other calls; inactive = below about 31%; also: some results filed as inactive read as strong as hits
aDG glyco act = increases alpha dystroglycan glycosylation; Pro5-aDG cells, alpha-DG glycosylation AlphaScreen (IIH6); 0% Pro5, 100% B10-LARGE cell signal; activation, % at 10 µM; 360,000 tested, 0.22% active; AID 624168;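 active = activation of at least 8% versus controls, or a plate z-score of at least 8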;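 also: Pro5 are CHO cells carrying HIG-tagged alpha-DG that lacks glycosylation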
MC4R ag barr = activates human MC4R beta-arrestin recruitment; P32245; U2OS MC4R beta-arrestin complementation, luminescence; percent of melanotan II response, DMSO zero; activation, % at 8.9 µM; 360,000 tested, 0.98% active; AID 540308;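 active = activation above a per-plate cutoff, the mean activation of sample wells on that plate plus 3 SD, cut at about 8% in these data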
Target sequence (P32245 whole entry, looked up): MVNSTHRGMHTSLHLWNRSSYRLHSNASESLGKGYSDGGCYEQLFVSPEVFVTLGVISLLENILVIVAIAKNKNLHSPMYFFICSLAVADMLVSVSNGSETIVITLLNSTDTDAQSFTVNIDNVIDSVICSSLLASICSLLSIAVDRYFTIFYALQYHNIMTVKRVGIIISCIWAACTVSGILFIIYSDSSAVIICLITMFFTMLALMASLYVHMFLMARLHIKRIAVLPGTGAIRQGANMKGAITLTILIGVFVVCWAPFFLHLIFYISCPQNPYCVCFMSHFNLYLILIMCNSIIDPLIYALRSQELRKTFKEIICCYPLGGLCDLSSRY
MC4R antagonist = antagonists of human melanocortin 4 receptor (MC4R) | inhibition, % at 6.5 µM | 360,000 tested, 0.48% active | P32245 | MC4R-expressing cells, MTII-stimulated cAMP, LANCE TR-FRET;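 active = inhibition above its plate's cutoff, the mean of tested wells on that plate plus 3 SD, cut at about 29% in these data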;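 also: 0% = Melanotan II alone and 100% = Melanotan II plus saturating MCL0020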
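Material: U2OS-MC4R stable cell line | Reagent: Melanotan II challenge after compound preincubation | Doses: One concentration, 6.5 µM nominal | Incubation: 30-min compound preincubation, 1-h Melanotan II challenge, 1-h detection, room temperature | Signal: TR-FRET cAMP assay | Replicates: One well per compound, no replicates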
ABHD5 PLIN5 PPI = inhibitors of human ABHD5-perilipin-5 interaction. Q00G26+Q8WTS1. Split G. princeps luciferase complementation, luminescence, 4 h. inhibition, % at 4 µM. 360,000 tested, 0.78% active. AID 602281;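 active = inhibition above the mean inhibition across every tested compound plus 3 SD, cut at about 22% in these data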;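 also: 0% = DMSO only wells and the 100% control is not disclosed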
ABCB6 inh 2 = blocks the human ABCB6 transporter; fluorescence ratio to DMSO, % at 10 µM; Q9NP58; K562-ABCB6 porphyrin accumulation, flow cytometry, 1 h; hits give low values; 360,000 tested, 0.19% active;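 active = fluorescence ratio to DMSO below 75%, the collection mean minus 3 SD; inconclusive = too few cells collected in the well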;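 also: signal is porphyrin accumulated inside mitochondria; 100% equals median channel fluorescence of DMSO control wells; lower ratio means ABCB6 inhibition with less porphyrin fluorescence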
Numbers without * were called inactive; ? = inconclusive; . = not tested or not shown; & = joins results of further samples. Some of the compounds tested, so the mix of outcomes need not match the whole.

SMILES	NOD2-RIPK2 inh	Exocytosis inh	Glyco luc inh	TLR9-MyD88 inh	Vif imaging	aDG glyco act	MC4R ag barr	MC4R antagonist	ABHD5 PLIN5 PPI	ABCB6 inh 2
COc1cccc(CC2(CO)CCN(Cc3cn(C)nc3C)CC2)c1	-4	-1	0	0	-2	0.0	-0.5	-7	2	99
CCCCNC(=O)O[C@H]1C[C@@H]2CCN3C(=O)CCC[C@H]([C@H]1Cc1ccccc1)[C@H]23	3	23	2	-3	-4	-0.1	-3.0	17	-2	98
CCS(=O)(=O)Nc1cccc(C2=NN(S(=O)(=O)CC)C(c3ccccc3)C2)c1 (configuration not stated)	-10	-2	-2	-9	1	-0.1	3.3	11	2	105
CCSc1nnc(NC(=O)C2CCN(S(=O)(=O)c3ccccc3C(F)(F)F)CC2)s1	-9	2	0	-10	.	0.0	-1.7	0	-9	97
CCCCN=C(N)/C(C(=O)OCC)=C(\O)c1ccc(OC)cc1	-1	1	0	7	8	0.2	0.9	2	10	89
c1ccc2c(c1)COC(CN1CCCCC1)OC2	2	-4	1	3	3	0.4	-1.6	25	-2	90
Cc1cc(Nc2ccccc2)n(CCOC(=O)COc2ccccc2)n1	0	3	-1	-4	.	0.0	1.1	-2	-2	112
Cc1ccc(S(=O)(=O)Nc2ccccc2-c2ccccc2NS(=O)(=O)c2ccc(C)cc2)cc1	-1	28	-3	3	-9	0.4	2.3	7	-12	92
CC(C)(C)OC(=O)N(CCc1ccccc1)Cc1ccc(OCc2cccc(NC(=O)/C=C/c3ccccc3)c2)cc1	-5	-1	-5	-1	.	-0.3	1.4	8	-8	101
COc1ccc(-c2cc(C(F)(F)F)n3nc(C(=O)N(C)Cc4ccccc4)cc3n2)cc1OC	-3	3	-5	1	-11	0.7	0.7	9	1	104
Cc1cc(C)n(CC(=O)Nc2ccc3c(c2)OCO3)c(=O)c1C#N	-8	0	2	-8	-7	0.1	-2.7	5	-7	98
CCCCNC(=O)CSc1nc(COc2ccccc2)nc2ccccc12	4	1	-2	5	4	-0.1	-1.5	-3	-2	93
S=C1Cc2ccccc2C(c2ccc(Cl)cc2)N1 (configuration not stated)	4	-1	-1	5	-1	0.5	-0.1	6	-8	98
O=C(Nc1ccccc1)c1cc(C2CCCCN2C(=O)OCCF)on1 (configuration not stated)	-3	-5	2	.	5	0.2	0.7	1	4	97
Cc1cc(=O)oc2cc(OCC#N)ccc12	-2	5	2	1	10	0.0	0.6	-2	2	93
c1csc(CCNc2ncnc3sc4c(c23)CCC4)c1	-17	10	-10	-10	-6	1.4	0.3	9	-9	92
Cc1ccc(P(=Nc2ccccc2)(N2CCOCC2)N2CCOCC2)o1	-2	1	4	3	6	-0.1	0.3	2	1	97
O=c1c(Cl)c(NC2CC2)cnn1-c1ccccc1	1	0	0	5	-11	-0.4	1.0	14	0	100
O=C(COC(=O)/C=C/c1cccc(C(F)(F)F)c1)NCc1ccc(F)cc1	-5	2	0	-11	-1	0.0	-0.2	7	-10	94
Cc1ccccc1NC(=O)Cc1nnc(SCC(=O)N2CCN(c3ccccc3)CC2)n1C	2	-3	0	4	-2	-0.1	-2.8	-1	2	100
CS(=O)(=O)NCc1ccc(C(=O)NCc2ccccc2)cc1	-16	-1	2	-8	10	-0.2	-3.4	-4	4	99
Cc1cc(C)n(CC(=O)N/N=C/c2cc(Br)cc([N+](=O)[O-])c2O)n1	1	-9	2	0	8	0.0	-4.1	14	-1	99
CC(C)Cn1c(SCC(=O)N2CCN(C(=O)c3ccco3)CC2)nc2ccccc2c1=O	6	0	1	8	-2	-0.5	-3.0	7	-1	94
Cc1ccc(N(CC(=O)NCCSc2nc3ccccc3s2)S(=O)(=O)c2ccccc2)c(C)c1	1	43	-12	-3	-11	0.0	-1.3	18	-6	97
COc1cccc(/C=N/NC(=O)C(C)n2nc(C)c([N+](=O)[O-])c2C)c1O (configuration not stated)	-7	-2	4	-3	8	0.7	-2.0	5	-1	96

Compound profiles, from the list above. Order of values: NOD2-RIPK2 inh	Exocytosis inh	Glyco luc inh	TLR9-MyD88 inh	Vif imaging	aDG glyco act	MC4R ag barr	MC4R antagonist	ABHD5 PLIN5 PPI	ABCB6 inh 2
Record of `CCCCNC(=O)CSc1nc(COc2ccccc2)nc2ccccc12` = 4	1	-2	5	4	-0.1	-1.5	-3	-2	93
Record of `Cc1ccc(S(=O)(=O)Nc2ccccc2-c2ccccc2NS(=O)(=O)c2ccc(C)cc2)cc1` = -1	28	-3	3	-9	0.4	2.3	7	-12	92
Record of `Cc1cc(C)n(CC(=O)N/N=C/c2cc(Br)cc([N+](=O)[O-])c2O)n1` = 1	-9	2	0	8	0.0	-4.1	14	-1	99
Record of `Cc1ccccc1NC(=O)Cc1nnc(SCC(=O)N2CCN(c3ccccc3)CC2)n1C` = 2	-3	0	4	-2	-0.1	-2.8	-1	2	100

Further compounds follow.
SMILES	NOD2-RIPK2 inh	Exocytosis inh	Glyco luc inh	TLR9-MyD88 inh	Vif imaging	aDG glyco act	MC4R ag barr	MC4R antagonist	ABHD5 PLIN5 PPI	ABCB6 inh 2
CC1CN(C(=O)CN(C)S(=O)(=O)c2ccc3ccccc3c2)CC(C)O1 (configuration not stated)	-9	0	3	0	-1	0.1	-1.8	-6	5	93
CCc1ccc(NC(=O)CC2C(=O)Nc3c2c(=O)n(C)c(=O)n3C)cc1 (configuration not stated)	-6	6	5	3	8	0.4	1.7	2	-4	101
COc1ccc(Cc2nnc(NC(=O)c3ccc(OC)c(OC)c3)s2)cc1OC	2	-2	-1	6	4	0.3	-1.3	1	-2	100
CCOC(=O)c1nn(-c2ccccc2)c2nc(-c3ccc(OC)cc3)c(C#N)c(=O)n12	4	-2	0	-8	0	-0.2	-2.4	16	2	101
COc1ccc(NC(=O)Cc2nnc(N)s2)cc1	-6	-2	1	2	4	0.4	0.7	23	-4	96
Cc1[nH]c(=O)[nH]c(=O)c1S(=O)(=O)N1CCCC(C(=O)NCCc2ccccc2)C1 (configuration not stated)	6	-2	1	1	5	0.1	-1.0	4	-6	88
COc1cccc(C(=O)Nc2nnc(S(=O)(=O)N(C)Cc3ccc(F)cc3)s2)c1	-6	23	-1	4	-4	-0.3	-0.5	6	-4	99
COc1ccc(/C=N/NC(=O)c2ccc(Br)cc2)c(OC)c1	-4	0	4	-1	-3	0.4	0.6	6	-7	101
CC(=O)Nc1ccc(NC(=O)C(C)n2c3ccccc3c3nc(=O)cc(C)n32)cc1 (configuration not stated)	-17	-1	3	-13	6	-0.4	-0.4	11	4	96
O=C(CN1C(=O)CC(c2ccccc2)=Nc2ccccc21)NC1CCCCC1	0	-2	1	6	-12	0.9	0.1	10	1	97
N#Cc1ccc(C(=O)OCCc2cc3ccccc3c(=O)o2)cc1	-6	-3	0	-8	-13	-0.1	0.5	-2	-2	96
O=C(/C=C/Nc1ccc(S(=O)(=O)Nc2ncccn2)cc1)c1cccs1	-12	0	-1	5	3	0.1	-0.6	6	6	90
CCS(=O)(=O)c1ccc2c(c1)N(S(=O)(=O)c1ccccc1)CC(C(=O)O)O2 (configuration not stated)	-8	-2	-1	-3	?	-0.1	-1.4	-4	-4	98
CCOC(=O)c1c(NC(=O)/C=C/C(=O)O)sc(C)c1-c1ccc(Cl)cc1	-4	6	12	-5	-9	0.8	-1.2	24	13	90
Cc1ccccc1OCCC(=O)OCC(=O)NNC(=O)c1cccs1	-9	-2	4	-11	17	-0.1	0.0	-1	6	94
c1coc(CSc2ncnc3c2oc2ccccc23)c1	-1	-1	-3	12	-2	-0.1	-0.6	-1	1	99
CC(C)C(=O)Nc1c2c(nn1-c1ccc(F)cc1)CS(=O)(=O)C2	-5	6	-2	6	-4	-0.1	0.9	4	-3	95
O=C(Cn1c(=O)oc2cc(S(=O)(=O)N3CCCC3)ccc21)N1CCCC1	2	6	0	-1	2	0.0	-1.0	-1	-2	101
CN(C)/C=C/c1onc(-c2ccccc2Cl)c1C#N	2	-1	-1	5	-2	-0.4	-1.7	-10	-4	100
O=C(Nc1cccnc1)c1ccc(S(=O)(=O)N2CCCCCC2)cc1	2	0	-3	-1	-2	-0.1	-1.6	8	0	96
CN(Cc1ccccc1)C(=O)c1ccc(Nc2nc(C(N)COCc3ccccc3)cs2)nc1 (configuration not stated)	10	4	-4	.	-3	2.2	3.8	7	7	94
COc1ccc(C(=O)CSc2nnc3ccc(-c4ccccn4)nn23)cc1	-12	-3	1	-3	-5	0.1	-2.1	-3	-5	88
O=C(NNc1nc(N2CCCC2)nc(N2CCCC2)n1)c1ccccc1	-4	-2	-1	3	1	0.1	-1.1	-5	-1	92
COc1ccc(Nc2ccc(N3C(=O)CCC3=O)cc2[N+](=O)[O-])cn1	5	-2	-1	-7	2	0.1	0.4	26	2	101
C[C@@H]1CN([C@H](C)CO)C(=O)CCCn2cc(nn2)CO[C@H]1CN(C)S(=O)(=O)c1ccc2ccccc2c1	-8	-6	1	4	6	0.0	-0.4	9	-1	99

New compounds follow:
SMILES	NOD2-RIPK2 inh	Exocytosis inh	Glyco luc inh	TLR9-MyD88 inh	Vif imaging	aDG glyco act	MC4R ag barr	MC4R antagonist	ABHD5 PLIN5 PPI	ABCB6 inh 2
COc1ccc(CCc2nc(C)ccc2O)cc1	-7&-2	0&-6	1&2	-3&8	-2&0	0.2&0.0	0.2&-0.4	3&6	2&0	94&96
CCOC(=O)C1=C[C@@H](CC)N(S(=O)(=O)c2ccc(C)cc2)[C@H]1c1ccccc1	-7	11	-4	.	.	1.1	.	.	-6	95
CCCCCCCCCOC(=O)C1N2C(=O)[C@@H](NC(=O)COc3ccccc3)[C@H]2SC1(C)C (some centres not stated)	-2	7	0	4	-4	0.1	-1.5	15	-6	92
CCN(CC)c1ccc(/C=N/NC(=O)c2ccoc2C)cc1	-4	1	-15	-1	1	-0.2	-0.3	-5	-5	97
O=C(Nc1ccc(Cl)c(Cl)c1)OCCNC(=O)c1cccc(Cl)c1	10	2	2	9	.	1.8	2.3	3	-5	90
CCOC(=O)c1c(NC(=O)COc2ncnc3ccccc23)sc(C(C)=O)c1C	-9	-6	-1	0	-4	1.0	-1.8	-3	4	92
O=C(O)C=C1C2CC3CC(C2)CC1C3	0	-1	-1	0	7	0.4	-1.0	3	-3	100

In a second layout: entries from further up.
Below each SMILES – NOD2-RIPK2 inh, Exocytosis inh, Glyco luc inh, TLR9-MyD88 inh, Vif imaging, aDG glyco act, MC4R ag barr, MC4R antagonist, ABHD5 PLIN5 PPI, ABCB6 inh 2
- O=C(Nc1ccc(Cl)c(Cl)c1)OCCNC(=O)c1cccc(Cl)c1
  10, 2, 2, 9, ., 1.8, 2.3, 3, -5, 90
- CCOC(=O)c1c(NC(=O)COc2ncnc3ccccc23)sc(C(C)=O)c1C
  -9, -6, -1, 0, -4, 1.0, -1.8, -3, 4, 92
- O=C(O)C=C1C2CC3CC(C2)CC1C3
  0, -1, -1, 0, 7, 0.4, -1.0, 3, -3, 100
